# Lmaj promast – reduces viability of Leishmania major promastigotes | AID 1063 | resazurin fluorescence viability | inhibition, % at 10 µM | 200,000 compounds, 9% hits; in the data active means inhibition above about 50%;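 further: promastigotes grown with compound for 44 hours at 28 °C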
# TNAP inh hi DEA – TNAP (human) inhibition, high acceptor | P05186 | purified TNAP, CDP-star luminescence, 1 M DEA | inhibition, % at 20 µM | 200,000 compounds, 0.03% hits | AID 1135;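 active means over 50% inhibition of tissue-nonspecific alkaline phosphatase at 20 µM in the single-dose screen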;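 further: plate controls were DMSO wells for no effect and EDTA-quenched wells as full inhibition for full effect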
# Target sequence (P05186 whole entry, looked up): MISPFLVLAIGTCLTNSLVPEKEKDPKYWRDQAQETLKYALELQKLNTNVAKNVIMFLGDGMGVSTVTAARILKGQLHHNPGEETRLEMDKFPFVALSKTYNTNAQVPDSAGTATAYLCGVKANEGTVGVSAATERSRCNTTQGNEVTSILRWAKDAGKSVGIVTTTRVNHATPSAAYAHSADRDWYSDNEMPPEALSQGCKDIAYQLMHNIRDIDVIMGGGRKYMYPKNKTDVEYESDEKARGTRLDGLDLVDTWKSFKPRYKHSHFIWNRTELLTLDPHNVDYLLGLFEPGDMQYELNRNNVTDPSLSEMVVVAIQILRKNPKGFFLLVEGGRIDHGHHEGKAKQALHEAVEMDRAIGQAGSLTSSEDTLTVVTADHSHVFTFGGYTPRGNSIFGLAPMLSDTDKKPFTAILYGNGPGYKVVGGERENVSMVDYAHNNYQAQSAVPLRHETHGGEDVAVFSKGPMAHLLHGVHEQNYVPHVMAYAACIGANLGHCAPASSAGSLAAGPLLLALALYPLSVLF
# TNAP act hi DEA – TNAP (human) activation, high acceptor. P05186. purified TNAP, CDP-star luminescence, 1 M DEA, 30 min; stronger effect = higher value; 0 = EDTA background, 1 = DMSO-only activity. activation factor at 20 µM. 200,000 tested, under 10 active. AID 1136;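 active means activation factor at least 2 at 20 µM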
#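 Assay system: human TNAP; Input: enzyme diluted 1/800 final; Reagent: CDP-star luminogenic substrate at 100 µM final; Timing: 30 min, room temperature; Signal: luminescence; Evaluation: TNAP activation factor scaled between EDTA and DMSO control wells.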
# bIAP inh – blocks bovine intestinal alkaline phosphatase activity. 190,000 tested, under 10 active. AID 1019. inhibition, % at 20 µM. purified bovine IAP, CDP-star luminescence, 30 min;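 active means over 50% inhibition of intestinal alkaline phosphatase at 20 µM in the single-dose screen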
#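 System: Purified bovine intestinal alkaline phosphatase (IAP) enzyme | Input: IAP diluted 1/65,000,000 in the well | Also added: CDP-star chemiluminescent phosphatase substrate, 30 µM final | Dosing: 20 µM single dose | Times: Enzyme reaction for 30 min at room temperature | Detection: Luminescence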
# Diaphorase inh – counter-screen for diaphorase-based assays: diaphorase inhibitors and chemical oxidizers | 190,000 compounds, 0.69% hits | inhibition, % at 20 µM | diaphorase resazurin-to-resorufin fluorescence, NADH, 16 min; bacterial (C. kluyveri) enzyme, not human | AID 1217;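 active means primary screen inhibition at 20 µM above a set limit, cut at about 50% in these data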;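 further: plate controls were DMSO with full reaction for no effect and wells lacking NADH for full effect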
#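 controls = No-NADH positive control and DMSO neutral control | system = Clostridium kluyveri diaphorase enzyme | timing = reaction incubation of 16 min at room temperature | signal = resorufin fluorescence 544/590 nm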
# bIAP act – increases bovine intestinal alkaline phosphatase activity | purified bovine IAP, CDP-star luminescence, 30 min; stronger effect = higher value; fold of DMSO-control signal, blank-subtracted | activation factor at 20 µM | 200,000 compounds, 0.17% hits | AID 1016;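 active means activation factor of 2 or more at 20 µM, a signal rise over negative controls twice the positive control's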
# PMI act satM6P – activators of human phosphomannose isomerase at near-saturating mannose 6-phosphate. P34949. coupled PMI enzyme assay, resazurin fluorescence, 20 min; stronger effect = higher value; 1 = untreated enzyme, 0 = substrate-free blank. activation factor at 20 µM. 190,000 compounds, 0.34% hits. AID 1216;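 active means activation factor of 2 or more at 20 µM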
# Target sequence (P34949 whole entry, looked up): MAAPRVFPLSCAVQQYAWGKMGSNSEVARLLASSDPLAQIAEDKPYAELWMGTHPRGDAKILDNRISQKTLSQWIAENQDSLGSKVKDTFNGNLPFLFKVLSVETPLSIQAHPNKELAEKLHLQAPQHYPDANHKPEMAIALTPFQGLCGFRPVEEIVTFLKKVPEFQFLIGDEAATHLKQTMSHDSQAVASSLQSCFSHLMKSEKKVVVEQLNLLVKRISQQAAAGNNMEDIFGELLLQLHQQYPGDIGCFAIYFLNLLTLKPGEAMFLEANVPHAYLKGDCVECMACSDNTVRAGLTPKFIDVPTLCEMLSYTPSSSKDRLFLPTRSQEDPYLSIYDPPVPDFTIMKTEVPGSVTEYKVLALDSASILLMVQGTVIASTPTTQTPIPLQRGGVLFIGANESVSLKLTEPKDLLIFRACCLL
#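 Test system: Human PMI in coupled enzyme assay | Input: 15 ng/mL PMI | Medium: HEPES-buffered pH 7.4 with magnesium and detergent | Compound: One concentration, 20 µM, in 1% DMSO | Incubation: Enzyme reaction with compound 20 min at room temperature | Detection: Diaphorase-driven resazurin-to-resorufin fluorescence, excitation 544, emission 590 nm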
# Diaphorase act – activates diaphorase or chemically reduces, flagging diaphorase assay artifacts | Diaphorase/resazurin coupled assay, resorufin fluorescence, 16 min; stronger effect = higher value; 1 = vehicle wells, 0 = NADH-free wells | activation factor at 20 µM | 190,000 compounds, 0.005% hits | AID 1229;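 active means diaphorase activity raised at least twofold by the compound at 20 µM; inactive means activation factor below 2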
#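 Assay system: bacterial diaphorase enzyme (C. kluyveri) / Input: enzyme 0.07 U/mL final / Medium: 50 mM HEPES pH 7.4 with 4.542 mM MgCl2, 0.005% Tween 20 / Doses: single compound dose of 20 µM, 1% DMSO final / Incubation: 16 min enzyme reaction, ambient temperature / Signal: fluorescence, excitation 544 nm and emission 590 nm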
# TNAP inh no acc – blocks human TNAP activity with no phosphate acceptor present | inhibition, % at 20 µM | P05186 | 200,000 compounds, 0.26% hits | purified TNAP, CDP-star luminescence, 30 min;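 active means tissue-nonspecific alkaline phosphatase inhibition above about 50% at 20 µM in the single-dose screen, limit read from the data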;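 further: 0% = DMSO negative control and 100% = EDTA positive control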
# PMI activator – activators of human phosphomannose isomerase; purified human PMI, coupled resazurin fluorescence, 20 min; stronger effect = higher value; 1 = vehicle control, 0 substrate-free wells; activation factor at 20 µM; 190,000 compounds, 0.005% hits;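 active means activation factor of 2 or more at 20 µM, relative to plate controls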
# * hit, by the source's call; . = no result given.
SMILES,Lmaj promast,TNAP inh hi DEA,TNAP act hi DEA,bIAP inh,Diaphorase inh,bIAP act,PMI act satM6P,Diaphorase act,TNAP inh no acc,PMI activator
O=S(=O)(Nc1nc2ccccc2nc1-[n+]1ccccc1)c1ccc(Cl)cc1,56*,-1,1,25,15,0.7,1,0.9,-9,0.8
O=C(CSCc1cccc(F)c1)NCc1ccccc1,-7,-2,1,-2,-2,1,1,1,-13,1.1
Cc1ccc(-c2csc3ncnc(Oc4cccc5ccc(C)nc45)c23)cc1,21,-4,1,1,17,1,0.9,0.8,-2,0.9
CCOC(=O)N1CCN(S(=O)(=O)c2cc(Cl)c(OC)cc2Cl)CC1,-2,14,0.9,3,-4,1,1.1,1,6,1.1
Cc1ccc(S(=O)(=O)NCC(C)NS(=O)(=O)c2ccc(C)cc2)cc1 (stereo unspecified),-1,6,0.9,29,2,0.7,1.1,1,0,1
COc1ccc(-c2nnc(-c3cc4c(ccc5ccccc54)oc3=O)o2)cc1,-7,2,1,3,22,1,1,0.8,-8,1
Cc1onc(-c2ccccc2Cl)c1C(=O)NCCCN1CCOCC1,53*,-4,1,3,4,1,1.1,1,-5,1.1
O=C1C(=O)N(CCN2CCCCC2)c2ccccc21,-6,1,1,16,9,0.8,0.7,0.9,1,1.1
CCCCN1C2=C(C(=O)CC(C)(C)C2)C(c2ccccc2)C2=C1c1ccccc1C2=O (stereo unspecified),84*,9,0.9,15,29,0.9,0.9,0.7,1,0.8
O=C(Nc1cc(Cl)ccc1Cl)N1CCCC1,2,-9,1.1,11,15,0.9,1,0.9,-13,0.9
COc1ccccc1NS(=O)(=O)c1ccc(C(=O)OCC(=O)NCc2ccco2)cc1,-7,-6,1.1,-10,5,1.1,0.9,0.9,-4,1
Cc1ccc(C)c(NC(=O)C(Sc2nnc(-c3cccs3)o2)c2ccccc2)c1 (stereo unspecified),-6,1,1,14,13,0.9,1.1,0.9,-16,0.9
CC(C)Cc1cc(C(=O)NCc2cccs2)no1,-10,1,1,17,7,0.8,0.9,0.9,-7,0.9
Cc1ccc(NC(=O)NNC(=O)c2snnc2C)cc1,-10,-4,1,-5,7,1.1,1,0.9,-5,1
N#CC1=C(N2CCOCC2)/C(=C\c2ccccc2)CC1,20,-4,1,-1,20,1,0.9,0.8,-11,0.9
O=c1[nH]c(=S)[nH]c2c1C(c1cc([N+](=O)[O-])c(N3CCOCC3)cc1N1CCOCC1)O2 (stereo unspecified),-8,14,0.9,19,6,0.8,1,0.9,14,1.1
O=C(c1cccn(Cc2ccc(Cl)c(Cl)c2)c1=O)N1CCOCC1,-3,4,1,12,-7,0.9,1.1,1.1,-1,1
COc1ccc2c(c1)OC1=C(C(=O)CCC1)C2C1=C(O)CCCC1=O (stereo unspecified),-2,0,1,-10,2,1.1,0.9,1,-11,1
Cc1ccc(NC(=S)NNc2ncc(C(F)(F)F)cc2Cl)c(C)c1,-2,-1,1,-2,-10,1,1.2,1.1,-6,1.1
O=C(C1CCCO1)N1CCN(c2ccccn2)CC1 (stereo unspecified),-4,-1,1,-1,20,1,0.8,0.8,-3,0.9
CCn1c(SCc2nc3cc(OC)c(OC)cc3c(=O)[nH]2)nnc1-c1ccncc1,-7,-3,1,21,11,0.8,1,0.9,-11,1
O=C(NCCc1nnc2ccc(NCc3ccccc3Cl)nn12)c1ccccc1,6,0,1,1,3,1,1.4,1,-4,1.4
Cn1c(CCNC(=O)c2cccs2)nnc1SCC(=O)Nc1nc(-c2ccccc2)cs1,1,1,1,13,-2,0.9,1.1,1,-4,1
Cc1cc(C)n(Cc2ccc(C(=O)O)cc2)n1,-2,-3,1,6,5,0.9,1,1,10,1.1
COC(=O)COc1ccc(C2Nc3c(Cl)ccc(C(=O)O)c3C3C=CCC32)cc1 (stereo unspecified),0,-3,1,-4,32,1,1.9,0.7,4,1.7
COc1ccc(CCNS(=O)(=O)c2cccc(S(=O)(=O)N3CCCC3)c2)cc1OC,1,-4,1,6,15,0.9,1,0.8,-11,1
COCCNC(=S)Nc1ccccc1Cc1ccccc1,2,-2,1,-21,-1,1.2,0.9,1,-6,1
COC(=O)c1cc2sc(Cl)cc2n1CC(=O)N1CCCc2ccccc21,22,-9,1.1,3,2,1,1,1,-2,1
O=C(/C=C/c1ccccc1)Nc1ccc(C(=O)N2CCCCC2)cc1,1,-2,1,9,20,0.9,0.9,0.8,-3,0.8
CC(C)(C)NC(=O)C(c1ccncc1)N(C(=O)c1csnn1)c1cccc2ccccc12 (stereo unspecified),-5,-1,1,-1,14,1,0.8,0.9,-4,0.9
O=C(CCCN1C(=O)c2ccccc2C1=O)Nc1nnc(C2CC2)s1,-10,-4,1,-8,11,1.1,1.1,0.9,-2,1.1
COc1ccccc1NC(=O)Cn1c(CN2CCCCC2)nc2ccccc2c1=O,-2,-2,1,-1,4,1,1,1,1,1.1
Cc1noc(C)c1COc1ccc(C(=O)NCC2CCCO2)cc1 (stereo unspecified),-3,6,0.9,2,8,1,1,0.9,-3,1
CCOC(=O)c1cccc(NC(=O)COC)c1,2,-3,1,0,6,1,1,0.9,2,1
O=C(Nc1c2c(nn1-c1ccc(F)cc1)CS(=O)C2)C12CC3CC(CC(C3)C1)C2 (stereo unspecified),-5,-9,1.1,-18,19,1.2,1,0.8,-36,1.1
Cc1ccn2c(-c3n[nH]c(=S)n3Cc3ccccc3)c(C)nc2c1,-7,2,1,-16,18,1.2,1,0.8,12,1.1

# 4 records drawn at random from the list so far, as already listed:
SMILES,Lmaj promast,TNAP inh hi DEA,TNAP act hi DEA,bIAP inh,Diaphorase inh,bIAP act,PMI act satM6P,Diaphorase act,TNAP inh no acc,PMI activator
COc1ccccc1NC(=O)Cn1c(CN2CCCCC2)nc2ccccc2c1=O,-2,-2,1,-1,4,1,1,1,1,1.1
COC(=O)COc1ccc(C2Nc3c(Cl)ccc(C(=O)O)c3C3C=CCC32)cc1 (stereo unspecified),0,-3,1,-4,32,1,1.9,0.7,4,1.7
O=C(/C=C/c1ccccc1)Nc1ccc(C(=O)N2CCCCC2)cc1,1,-2,1,9,20,0.9,0.9,0.8,-3,0.8
O=C(Nc1c2c(nn1-c1ccc(F)cc1)CS(=O)C2)C12CC3CC(CC(C3)C1)C2 (stereo unspecified),-5,-9,1.1,-18,19,1.2,1,0.8,-36,1.1

# Following part:
SMILES,Lmaj promast,TNAP inh hi DEA,TNAP act hi DEA,bIAP inh,Diaphorase inh,bIAP act,PMI act satM6P,Diaphorase act,TNAP inh no acc,PMI activator
COc1ccc(CNC(=O)C(c2ccncc2)N(C(=O)Cc2cccs2)c2ccccc2)cc1 (stereo unspecified),8,-1,1,-6,13,1.1,1,0.9,-14,0.9
O=C(c1sc2ccccc2c1Cl)N(Cc1ccccc1)C1CCS(=O)(=O)C1 (stereo unspecified),46,3,1,14,18,0.9,0.8,0.8,-4,0.8
CC(C)Cc1ccc(/C=C/C(=O)N2CCOCC2)cc1,4,-5,1.1,3,5,1,1.1,1,-14,1.1
CN(C)c1cc[n+](Cc2c(Cl)cccc2Cl)cc1,84*,0,1,-35,5,1.4,1.1,1,-10,1.1
COc1ccnc(Nc2cccc(C)c2)c1C#N,-6,0,1,11,22,0.9,0.9,0.8,-6,0.9
C/C(=N/NC(=O)Cc1c(C)[nH][nH]c1=O)c1ccc(O)cc1,-6,6,0.9,7,12,0.9,0.9,0.9,7,0.9
O=C(Nc1ccn(Cc2ccc(Cl)cc2)n1)c1ccccc1,-4,-7,1.1,21,12,0.8,0.9,0.9,-12,0.9
COc1ccccc1-c1nnc(SCC(=O)N2CCC(C)CC2)o1,-4,-4,1,-4,16,1,0.9,0.8,-6,0.9
CCN(C(=O)CSc1nnc(Cn2nnc3ccccc32)o1)c1nc(-c2ccccc2)cs1,3,-8,1.1,6,27,0.9,1,0.7,-14,0.9
O=C(C[n+]1ccccc1)N/N=C/c1ccccc1F,-4,-1,1,-4,-2,1,1,1,-11,1.1
CC1CCN(S(=O)(=O)c2ccc(NC(=O)c3cccs3)cc2)CC1,42,-7,1.1,45,30,0.5,0.9,0.7,-19,0.9
O=C(c1ccccc1)n1ccc(-c2cnc(-c3ccccc3)s2)n1,-3,-2,1,10,16,0.9,0.9,0.8,-19,1

# Record cards, as listed above. Values in the order: Lmaj promast, TNAP inh hi DEA, TNAP act hi DEA, bIAP inh, Diaphorase inh, bIAP act, PMI act satM6P, Diaphorase act, TNAP inh no acc, PMI activator
# O=C(c1sc2ccccc2c1Cl)N(Cc1ccccc1)C1CCS(=O)(=O)C1 (stereo unspecified) reads 46, 3, 1, 14, 18, 0.9, 0.8, 0.8, -4, 0.8
# O=C(c1ccccc1)n1ccc(-c2cnc(-c3ccccc3)s2)n1 reads -3, -2, 1, 10, 16, 0.9, 0.9, 0.8, -19, 1

# Further entries.
SMILES,Lmaj promast,TNAP inh hi DEA,TNAP act hi DEA,bIAP inh,Diaphorase inh,bIAP act,PMI act satM6P,Diaphorase act,TNAP inh no acc,PMI activator
O=C(CN(Cc1ccccc1F)C(=O)Cn1nnc(-c2cccs2)n1)NC1CCCCC1,16,-3,1,3,12,1,1,0.9,-6,0.9
Cc1ccc(NC(=O)CSc2ccc(-c3ccccn3)nn2)cc1,-3,-1,1,4,16,1,1.1,0.8,-8,1.1
COc1ccc(C(=O)n2nc(-c3ccccc3)nc2SC)cc1,-3,-2,1,2,4,1,0.9,1,19,1
COc1ccc([N+](=O)[O-])cc1NC(=S)NC(NC(=O)C(c1ccccc1)c1ccccc1)C(Cl)(Cl)Cl (stereo unspecified),40,3,1,.,20,0.2,0.9,0.8,0,0.8
CC(=O)OC(C)CS(=O)(=O)c1ccccc1 (stereo unspecified),-7,2,1,-3,-3,1,1,1,-1,1.1
CN1CCC(C2(O)c3ccccc3CCc3ccccc32)CC1,5,-6,1.1,-6,-2,1.1,0.9,1,-7,1
CCn1ncc(/C=C/C(=O)Nc2c(C)nn(CC)c2C)c1C,-5,1,1,4,4,1,1,1,1,1
NC(=S)c1cc2ccc(O)cc2oc1=O,-5,12,0.9,29,37,0.7,1.2,0.6,-17,1.1
NC(=O)c1cnn(C2CCS(=O)(=O)C2)c1 (stereo unspecified),3,-7,1.1,-4,0,1,1,1,-10,1.1
COC(=O)c1cc2sccc2n1CC(=O)Nc1ccc(OC)c(OC)c1OC,1,-5,1.1,-6,4,1.1,0.9,1,-4,0.9
Nc1c(C(=O)Nc2ccccc2)sc2nc3c(c(-c4ccco4)c12)CCC3,-5,-3,1,6,69*,0.9,0.7,0.3,-11,0.9
Cc1ccc(C)c(NC(=O)CSc2nnc(-c3ccco3)o2)c1,-8,-10,1.1,-5,-8,1.1,1.1,1.1,-16,1

# Bioassay records as filed in PubChem BioAssay.
